Source: PubChem BioAssay
RGS4 act: RGS4 potentiation or activation; 310,000 tested, 0.92% active; HEK293 M3R/inducible RGS4, carbachol calcium flux Fluo4; stronger effect = lower value; B-score at 10 µM;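 active = B-score of the integrated calcium signal more than 4 SD below the library mean, with starting fluorescence not abnormally high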;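 note: negative B-score means reduced calcium response which marks RGS4 activation or potentiation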
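System: HEK293 FlpIn-TREx cells, stable M3R, doxycycline-inducible RGS4. Timing: overnight RGS4 induction, 30 min dye load 37 °C, 20 min compound RT. Also added: carbachol, ECmax concentration. Measured by: Fluo4 fluorescence kinetic imaging of calcium. Evaluation: integrated calcium ratio converted to B score.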
PolyA inhibitor: yeast polyadenylation inhibition | 300,000 tested, 0.02% active | calls only at 12 µM | S. cerevisiae SKY197-pL101 polyadenylation reporter, beta-gal luminescence; efflux-impaired pdr1/pdr3 knockout yeast; score 100 = 6 SD above DMSO;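 active = lowest replicate activity score at least 50, where 100 means six control SD above control mean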;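 note: yeast exposed to compound for 9 h at 30 °C; higher score means more reporter readthrough which indicates perturbed polyadenylation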
GSK3beta inhib: blocks human GSK3beta kinase activity; 300,000 tested, 0.038% active; P49841; activity score (negative = inhibition), % at 10 µM; GST-GSK3beta kinase, ADP-Glo luminescence, 60 min; stronger effect = lower value;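 active = more than half of replicate wells score below -50%, meaning over 50% inhibition versus plate controls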;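 note: 0% = median DMSO wells and -100% = median GW8510 positive control wells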
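Test system – GST-tagged human GSK3beta kinase, cell-free · Incubation – 60 min enzyme reaction, room temperature · Signal – ADP-Glo luminescence · Also added – peptide substrate and ATP at 25 µM · Controls – DMSO neutral wells and GW8510 at 20 µM as positive · Buffer or medium – Tris/MgCl2 kinase buffer · Measure – Luminescence-derived activity versus plate DMSO and GW8510 wells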
GSK3A inh: blocks human GSK-3 alpha kinase. P49840. ADP-Glo luminescence, 60 min. inhibition, % at 10 µM. 320,000 tested, 0.1% active;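 in the data active = inhibition above about 50%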;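 note: GST-tagged GSK-3 alpha with peptide substrate and 25 µM ATP; 0% = DMSO neutral wells and 100% = GW8510 positive control wells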
KCNK9 block: blocks the human KCNK9 two-pore domain potassium channel; Q9NPC2; HEK293 KCNK9, FluxOR thallium flux fluorescence; stronger effect = lower value; B-score at 10 µM; 310,000 tested, 1.2% active; AID 488922;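 active = ratio B-score over 3 SD below the library mean, with starting fluorescence within 5 SD of its mean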;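 note: negative B-score means less thallium flux so channel inhibition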
KCNQ1 pot: human KCNQ1 channel potentiation or activation; B-score at 10 µM; CHO-K1 KCNQ1, thallium flux FluxOR fluorescence; stronger effect = higher value; AID 2648; P51787; 310,000 tested, 0.35% active;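 active = fluorescence ratio B-score, a plate-corrected score, at least three library SD, with initial intensity B-score within 5 SD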
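System: Stable KCNQ1 CHO-K1 line | Incubation: 90 min dye loading and 20 min compound exposure, both at room temperature | Measure: Ratio B score | Medium: Assay buffer for compound exposure, DMSO matched across wells | Compound dosing: Single-concentration screen | Probe or stimulus: K+/Tl+ depolarizing stimulus | Measured by: Kinetic FluxOR fluorescence, 10 s baseline plus 110 s post-stimulus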
HDAC3 inh: inhibitors of human histone deacetylase 3; O15379; recombinant HDAC3, fluorogenic peptide/trypsin coupled, fluorescence; inhibition, % at 8.3 µM; 320,000 tested, 0.15% active; in the data active = inhibition above about 26%, passing the limit was not always enough
Target sequence (O15379 whole entry, looked up): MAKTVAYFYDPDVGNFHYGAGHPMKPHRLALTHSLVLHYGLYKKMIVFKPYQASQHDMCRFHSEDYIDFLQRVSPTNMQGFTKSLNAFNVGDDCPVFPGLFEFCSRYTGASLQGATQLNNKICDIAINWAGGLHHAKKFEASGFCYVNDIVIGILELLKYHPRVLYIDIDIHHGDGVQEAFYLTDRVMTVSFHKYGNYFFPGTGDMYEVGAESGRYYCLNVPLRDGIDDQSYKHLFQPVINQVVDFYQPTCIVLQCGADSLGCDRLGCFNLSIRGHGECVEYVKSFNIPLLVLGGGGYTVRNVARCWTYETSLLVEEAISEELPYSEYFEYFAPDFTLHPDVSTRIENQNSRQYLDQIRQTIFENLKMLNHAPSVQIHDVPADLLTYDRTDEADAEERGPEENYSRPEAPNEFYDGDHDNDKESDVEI
hERG rescue: hERG (human) protection from proarrhythmic block | CHO-hERG, FluxOR thallium flux, dofetilide IC70 present | Q12809 | 310,000 tested, 0.51% active | activation (rescue from dofetilide block), less the hit threshold, % at 10 µM;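 active = activation above the mean of controls blocked by dofetilide plus 5 SD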;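 note: thallium influx through hERG after potassium depolarization seen as dye fluorescence rise; in these data hits start at about 4.7%; inactives centre near -7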
Dyrk1A ADPGlo: blocks rat Dyrk1A kinase activity; AID 504441; ADP-Glo luminescence, NFATc1 peptide; Q63470; inhibition, % at 12.5 µM; 310,000 tested, 0.43% active; in the data active = inhibition above about 50%;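 note: plate controls were vehicle with enzyme for no effect and no enzyme for full effect; many of its hits are not listed in these tables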
KCNQ1 inh: human KCNQ1 channel inhibition; P51787; CHO-K1 KCNQ1, FluxOR thallium flux fluorescence; stronger effect = higher value; B-score at 10 µM; 310,000 tested, 1.3% active; AID 2642;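 active = compounds whose thallium flux B-score, printed positive for inhibition, exceeds three library SD while starting fluorescence stays within three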;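 note: channel opened by potassium depolarization with thallium stimulus after 20 min compound exposure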
KCNK3 block: human KCNK3 channel inhibition, primary screen; O14649; CHO-KCNK3 thallium flux, FluxOR fluorescence; stronger effect = lower value; B-score at 10 µM; 340,000 tested, 0.84% active;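 active = B-score under library mean minus 4 SD, starting fluorescence ratio at most library mean plus 5 SD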;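 note: more negative B-score means stronger inhibition of thallium flux through KCNK3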
Target sequence (O14649 whole entry, looked up): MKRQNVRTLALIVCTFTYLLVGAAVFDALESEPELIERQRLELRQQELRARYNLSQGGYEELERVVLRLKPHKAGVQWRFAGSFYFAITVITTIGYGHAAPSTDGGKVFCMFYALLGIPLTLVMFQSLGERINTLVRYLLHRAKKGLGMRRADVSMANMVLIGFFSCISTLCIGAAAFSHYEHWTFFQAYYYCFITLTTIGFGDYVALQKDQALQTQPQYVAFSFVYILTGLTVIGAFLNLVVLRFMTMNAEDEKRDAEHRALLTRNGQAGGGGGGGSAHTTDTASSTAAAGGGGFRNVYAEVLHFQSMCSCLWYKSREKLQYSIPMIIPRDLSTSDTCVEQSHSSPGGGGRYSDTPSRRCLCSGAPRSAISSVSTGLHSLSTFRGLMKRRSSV
An asterisk follows results filed as active; i = inactive; . = no result given. The list is partial, so the mix of outcomes need not match the whole.

SMILES	RGS4 act	PolyA inhibitor	GSK3beta inhib	GSK3A inh	KCNK9 block	KCNQ1 pot	HDAC3 inh	hERG rescue	Dyrk1A ADPGlo	KCNQ1 inh	KCNK3 block
Cc1cccc(C(C)C)c1NC(=O)c1c(-c2ccccc2)noc1C	i	i	2	1	i	i	.	-3	-1	i	i
Cc1nc(C)c(-c2csc(NCCc3ccccc3)n2)s1	i	i	0	2	i	i	11	-14	3	i	i
Cc1nnc(SCC(=O)NC(=O)NC(C)C)s1	i	i	1	-3	i	i	-1	1	0	i	i
O=C(CN1CCCCC1)NN(Cc1ccccc1)c1ccccc1	i	i	4	-1	i	i	16	-5	4	i	i
CC(=O)Nc1ccc(NC(=O)COC(=O)c2cc([N+](=O)[O-])ccc2N2CCOCC2)cc1	i	i	1	-4	i	i	10	-4	3	i	i
COc1ccc(C2CC(c3c(-c4ccccc4)c4cc(Cl)ccc4[nH]c3=O)=NN2S(C)(=O)=O)cc1OC (centres undefined)	i	i	2	-1	i	i	3	-8	-9	i	i
CN(C)c1ccc(NS(=O)(=O)c2ccc(Cl)cc2)cc1	i	i	-1	0	i	i	4	-1	-6	i	i
O=C(Oc1ccc(N(Cc2cccs2)C2=NS(=O)(=O)c3ccccc32)cc1)c1ccco1	i	i	2	-1	i	i	58*	-11	-4	i	i
Cc1cccc(-c2ccc(NC(=O)C3CCN(CC4CC4)CC3)cc2)c1	i	i	1	-1	i	i	2	-22	1	i	i
CC1CC(=O)c2cnc(N3CCOCC3)nc2C1 (centres undefined)	i	i	0	1	i	i	7	-12	-3	i	i
O=C(NCCNc1ccc([N+](=O)[O-])cc1)c1ccccc1Br	i	i	-2	-4	i	i	4	-2	9	i	i
CCOC(=O)Cc1csc(NC(=O)c2sc3nc4c(C)cc(C)cc4cc3c2N)n1	-8.6*	i	0	-2	i	i	-2	-13	.	i	i
COCCNC(=O)C(OC(=O)c1cc2oc(C)cc2n1C)C(C)C (centres undefined)	i	i	1	-1	i	i	4	-4	0	i	i
Cc1ccc(NS(=O)(=O)c2cn(C)c(=O)n(C)c2=O)c(C)c1	i	i	4	-1	i	i	5	0	2	i	i
Cn1cc(S(=O)(=O)NCCc2ccccc2)c(=O)n(C)c1=O	i	i	2	-4	i	i	-2	-10	-11	i	i
O=C(Cc1ncon1)Nc1ccc(F)c(F)c1F	i	i	0	1	i	i	0	-10	.	i	i
O=C(NCc1cccs1)c1nn2cccnc2c1Cl	i	i	1	0	i	i	2	-4	0	i	i
O=C(Nc1ccc2c(c1)OCCO2)C1CCN(S(=O)(=O)c2ccc3c(c2)OCCO3)CC1	i	i	1	-1	i	i	7	-13	-2	i	i
O=C(Cn1c(=O)c2sccc2n(Cc2ccc([N+](=O)[O-])cc2)c1=O)NCCc1ccccc1	i	i	-5	0	i	i	3	-14	4	i	i
CC(NC(=O)c1cc2cc(F)ccc2[nH]1)c1ccccc1 (centres undefined)	i	i	0	2	i	i	3	-5	6	i	i
COc1ccc(NC(=O)CN2CCCCC2)c([N+](=O)[O-])c1	i	i	0	-5	i	i	-13	-3	-6	i	i
CC(=O)/C(=N\Nc1ccccc1)Oc1ccc(Br)cc1	i	i	3	-2	i	i	14	-12	.	i	i
O=C(C1=C(O)C(=O)N(CC2CCCO2)C1c1ccccc1F)c1ccco1 (centres undefined)	i	i	2	0	i	i	1	-5	-4	i	i
CCOC(=O)C1C(=O)NC(N2CCOCC2)=NC1c1ccco1 (centres undefined)	i	i	-1	-2	i	i	-2	-2	-2	i	i
CCOC(=O)c1c(C)cc(C)[nH]c1=O	i	i	-2	10	i	i	0	-9	-2	i	i
COc1cccc2c1cc1c(=O)n(CC(=O)NCc3ccccn3)nc(C)n12	i	i	-5	-3	i	i	-5	-6	1	i	i
COC(=O)c1cn(NC(=O)Cc2ccccc2Br)c(=O)c2ccccc12	i	i	3	-3	i	i	-5	-9	.	i	i
COCCNC(=O)/C(C#N)=C/c1c(N2CCN(c3cccc(Cl)c3)CC2)nc2c(C)cccn2c1=O	i	i	2	0	i	i	3	-4	-5	i	i
CC1(C)CC(=O)C=C(NCCN2CCN(C(=O)Nc3ccccc3)CC2)C1	i	i	6	-4	i	i	2	-8	2	i	i
CCCSCCCNC(=O)c1ccc(C)c(NC(=O)C2=C(C)OCCS2)c1	i	i	-6	-2	i	i	2	-6	0	i	i
CC1CN(c2nc3ccccn3c(=O)c2/C=C(\C#N)C(N)=O)CC(C)O1 (centres undefined)	i	i	2	1	i	i	-5	-16	3	i	i
Cc1ccc(-n2ccc(-c3nn(-c4ccccc4)ccc3=O)n2)cc1	i	i	-1	3	i	i	-3	-10	4	i	i
COc1ccc(N(C(C)=O)C2C=CS(=O)(=O)C2)c(OC)c1 (centres undefined)	i	i	0	0	i	i	-6	-3	21	i	i
CCCCn1c(O)c(N=NC(=O)c2ccco2)c2ccccc21	i	i	-1	0	i	i	-1	-4	-2	i	i
CC(=O)Nc1ccc(C)c(NS(=O)(=O)c2cccc(C(F)(F)F)c2)c1	i	i	5	0	i	i	-3	-10	-1	i	i
COC(=O)C(Cc1c[nH]c2ccccc12)N1CCS(=O)(=O)CC1 (centres undefined)	i	i	0	-3	i	i	1	-4	0	i	i
CC(=O)Nc1ccc(S(=O)(=O)Oc2ccc(/C=N/N=C3/NC(=O)C(CC(=O)O)S3)cc2)cc1 (centres undefined)	i	i	2	-1	i	i	5	-3	29	i	i
COc1ccc(Cc2nnc(SCC(=O)N3CCCC(C)C3)o2)cc1 (centres undefined)	i	i	-4	-1	i	i	0	-15	3	i	i
Cc1ccc(/C=N/N2CCCCC2)o1	i	i	0	-1	i	i	3	-13	-6	i	i
Cc1ccc(Cc2nnc(SCC(=O)Nc3ccccc3)[nH]c2=O)cc1	i	i	-3	-1	i	i	1	-12	-2	i	i
CCOC(=O)C(CC)Sc1nnc2cc(C)c3ccccc3n12 (centres undefined)	i	i	-5	1	i	i	7	-4	-3	i	i
O=C1NC2(CCCC2)C(=O)N1CC(=O)N(Cc1ccccc1)c1ccccc1	i	i	-3	-1	i	i	1	-11	3	i	i
CCc1nc(N2CCC3(CC2)OCCO3)c2nnn(Cc3ccccc3)c2n1	i	i	-2	-2	i	i	2	-13	1	i	i
O=C(c1cc(COc2c(F)cccc2F)on1)N1CCSCC1	i	i	-2	-5	i	i	.	-15	9	i	i
CC(=O)c1ccc(NC(=O)C2CCC(C)(C(=O)O)C2(C)C)cc1 (centres undefined)	i	i	-4	-1	i	i	-2	1	-1	i	i
C=CCN1C(=O)/C(=C\c2cccs2)C(C(=O)OC)=C1C	i	i	-3	.	i	i	0	-10	-1	i	i
COc1ccc(S(=O)(=O)N(Cc2ccccc2)Cc2nc3ccccc3c(=O)[nH]2)cc1	i	i	-3	0	i	i	-2	-6	2	i	i
O=C(CCN1CCN(Cc2ccccc2)CC1)NNC(=O)Nc1cccc([N+](=O)[O-])c1	i	i	2	-1	i	i	-1	-4	-2	i	i
Cc1ccc(C)c(C(=O)COC(=O)C2CCN(c3ccc(C(F)(F)F)cn3)CC2)c1	i	i	0	-3	i	i	6	-11	1	i	i
CCc1nn2c(=O)cc(CSCC(=O)Nc3ccccc3F)nc2s1	i	i	1	.	i	i	.	-5	-4	i	i
O=C(COc1ccc(Br)cc1)Nc1ccccc1C(=O)N1CCOCC1	i	i	3	-2	i	i	-1	-6	3	i	i
CC(=O)N(c1ccc2oc(=O)sc2c1)S(=O)(=O)c1cccc2cccnc12	i	i	3	3	i	i	2	-6	-4	i	i
CCc1cc2c(SCC(=O)N3CC(=O)Nc4ccccc43)ncnc2s1	i	i	-1	-2	i	i	-6	-12	2	i	i
O=C(NCc1ccncc1)C(=O)N/N=C/c1ccccn1	i	.	1	-1	i	i	7	-12	0	i	i
OC(CN1C2=NCCCN2c2ccccc21)c1ccc(Cl)cc1 (centres undefined)	i	i	1	-1	i	i	-1	-9	3	i	i
C#CCN1C(=O)S/C(=C\c2ccc(-c3ccc(Cl)c(C(=O)O)c3)o2)C1=O	i	i	-1	-2	i	i	2	-11	9	i	i
CCC(Sc1nc(C)cc(C)n1)C(=O)O (centres undefined)	i	i	-1	0	i	i	1	-5	-4	i	i
O=C(O)C1CCCN(S(=O)(=O)Cc2ccccc2)C1 (centres undefined)	i	i	-4	0	i	i	-6	0	-8	i	i
Cc1ccc(NC(=O)N2CCN(S(=O)(=O)c3ccccc3)CC2)cc1	i	i	0	-4	i	i	1	-12	-7	i	i
O=C(c1ccccc1)C1CCN(C(=O)C2CCC(=O)N(Cc3cccc(F)c3)C2)CC1 (centres undefined)	i	i	-2	.	i	i	.	-9	-2	i	i
Next entries.
SMILES	RGS4 act	PolyA inhibitor	GSK3beta inhib	GSK3A inh	KCNK9 block	KCNQ1 pot	HDAC3 inh	hERG rescue	Dyrk1A ADPGlo	KCNQ1 inh	KCNK3 block
CC(C)OC(=O)c1sc2nc3c(cc2c1N)C(=O)CCC3	i	i	2	2	i	i	-2	-5	0	i	i
O=C1COc2ccc(S(=O)(=O)N3CCC(C(=O)NCc4ccc(F)cc4)CC3)cc2N1	i	i	-3	.	i	i	.	-12	-6	i	i
O=C(CCc1ccc(S(=O)(=O)NCCc2ccccc2)cc1)NCc1ccc2c(c1)OCO2	i	i	2	-1	i	i	-6	-8	5	i	i
CCOC(=O)C1=CN(Cc2ccc(OC)cc2)C=C(C(=O)OCC)C1c1cccs1	i	i	2	0	-19*	i	-5	-2	-3	i	i
CCN1CCN(c2cc(C)c3cc(NC(=S)N4CCCC(C)C4)ccc3n2)CC1 (centres undefined)	i	i	-5	2	i	i	-6	-15	-8	i	i

Entries of single compounds, looked up by structure. Order of screens: RGS4 act | PolyA inhibitor | GSK3beta inhib | GSK3A inh | KCNK9 block | KCNQ1 pot | HDAC3 inh | hERG rescue | Dyrk1A ADPGlo | KCNQ1 inh | KCNK3 block
`O=C(CCc1ccc(S(=O)(=O)NCCc2ccccc2)cc1)NCc1ccc2c(c1)OCO2` in the list: i | i | 2 | -1 | i | i | -6 | -8 | 5 | i | i
`O=C1COc2ccc(S(=O)(=O)N3CCC(C(=O)NCc4ccc(F)cc4)CC3)cc2N1` in the list: i | i | -3 | . | i | i | . | -12 | -6 | i | i
`O=C(Nc1ccc2c(c1)OCCO2)C1CCN(S(=O)(=O)c2ccc3c(c2)OCCO3)CC1` in the list: i | i | 1 | -1 | i | i | 7 | -13 | -2 | i | i
